# POLH inh: qHTS for Inhibitors of Polymerase Eta | 1.2% of 390,000 active | Potency, µM (top dose mostly 114 µM), for inactives: at the highest dose activity change, negative = inhibition, hits mostly inhibitors | recombinant Pol eta, fluorescent DNA replication assay | DNA polymerase eta (Homo sapiens), Q9Y253; active = well fitted inhibition curve with a large enough effect; inconclusive = small, poorly fitted or top-dose-only effect, or another doubt; inactive = no such curve, though single readings can be large or run the other way
# Target sequence (Q9Y253 whole entry, looked up): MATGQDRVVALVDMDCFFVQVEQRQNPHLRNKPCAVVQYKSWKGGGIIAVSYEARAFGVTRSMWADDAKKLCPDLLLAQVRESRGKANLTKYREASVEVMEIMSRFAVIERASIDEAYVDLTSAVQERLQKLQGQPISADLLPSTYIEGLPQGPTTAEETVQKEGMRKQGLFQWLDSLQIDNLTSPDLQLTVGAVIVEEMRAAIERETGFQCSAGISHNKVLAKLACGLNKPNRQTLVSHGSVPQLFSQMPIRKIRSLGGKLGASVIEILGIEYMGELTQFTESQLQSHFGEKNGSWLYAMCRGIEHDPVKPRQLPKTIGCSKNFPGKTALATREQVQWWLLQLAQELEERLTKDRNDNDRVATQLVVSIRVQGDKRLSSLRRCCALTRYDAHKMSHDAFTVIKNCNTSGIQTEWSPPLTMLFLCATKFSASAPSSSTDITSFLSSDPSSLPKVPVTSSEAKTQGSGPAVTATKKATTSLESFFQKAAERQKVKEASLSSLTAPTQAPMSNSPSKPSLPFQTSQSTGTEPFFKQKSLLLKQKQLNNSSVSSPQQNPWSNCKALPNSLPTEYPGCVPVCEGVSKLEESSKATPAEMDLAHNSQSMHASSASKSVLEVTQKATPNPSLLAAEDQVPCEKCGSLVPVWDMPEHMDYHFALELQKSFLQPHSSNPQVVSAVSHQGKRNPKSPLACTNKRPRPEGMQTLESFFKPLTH
#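 Pol eta at 10 nM preincubated with compounds 15 min at room temperature; reaction started with fluorescent substrate (50 nM final) and read kinetically at 0 and 10 min.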
# * hit, by the source's call; u = inconclusive. % is set by controls: 0 for no effect and ±100 for the full control effect; potency is the fitted concentration of half-maximal effect. A portion of the library (hit frequency here may not be typical).
SMILES,POLH inh
CCC[C@H]1CN(c2ccccc2)C(=O)[C@@H]1CC(=O)Nc1ccc(OC)cc1,-9%
CC(=O)Oc1ccc2c(c1)C(=O)CCCCCC(=O)O2,-15%
CC(=O)N1CC2(CC(c3ccc(Cl)cc3Cl)=NO2)CN1c1cccc(Cl)c1 (stereo unspecified),-7%
COc1ccc(CC(=O)N(CCC2=CCCCC2)c2c(N)n(Cc3ccccc3)c(=O)[nH]c2=O)cc1,-13%
COCOCCn1cc(CN2CCS(=O)(=O)N(Cc3ccc(-c4ccc(Cl)c(Cl)c4)cc3)C(C(C)C)C2=O)nn1 (stereo unspecified),-25%
CCC1NC(=O)c2cccnc2-n2c1nc1cc(F)ccc1c2=O (stereo unspecified),-20%
CN(CC(=O)NC(=O)NC1CCCCC1)CC(=O)Nc1ccccc1C(F)(F)F,-21%
CC(OC(=O)[C@H](C)N=C1NS(=O)(=O)c2ccccc21)C(=O)Nc1ccc(F)c(F)c1F (stereo partly specified),-17%
Cc1ccc(S(=O)(=O)NN=C2CCCc3ccccc32)cc1,-27%
CCN(Cc1ccccc1)N=Nc1ccccc1,-18%
C[C@@H]1CCCCO[C@@H](CN(C)C(=O)CCC(F)(F)F)[C@@H](C)CN([C@H](C)CO)C(=O)c2cc(N(C)C)ccc2O1,-7%
COc1ccccc1CN1CCNC(=O)C1CC(=O)NCCCN1CCOCC1 (stereo unspecified),-22%
Cc1ccc(OC(C)C(=O)Nc2cccc(S(=O)(=O)N3CCCCCC3)c2)cc1 (stereo unspecified),-16%
Cc1ccc(-c2cnc3c(c2)C(=O)N([C@H](C)CO)C[C@H](C)[C@@H](CN(C)Cc2ccccc2F)O3)cc1,-19%
COc1ccc(CN2C(=O)C(CC(=O)NC(c3ccccc3)c3ccccc3)CC(C(=O)N(C)C)=C2C)cc1 (stereo unspecified),-22%
COCCCn1c(SCC(=O)N2CCCC2=O)nc2ccccc2c1=O,-5%
O=C(Nc1cc(S(=O)(=O)N2CCOCC2)ccc1OCC(F)(F)F)C1CCCC1,-2%
O=S1(=O)CCN(C2CCCC2)CC1,1%
C[C@@H]1CN([C@H](C)CO)S(=O)(=O)c2ccc(Br)cc2O[C@H]1CN(C)S(C)(=O)=O,-1%
Cc1ccc2nc(COC(=O)c3cccnc3Cl)cc(=O)n2c1,-16%
CCCCNC(=O)CN1C(=O)CSc2ccc(S(=O)(=O)N3CCOCC3)cc21,-13%
COc1ccc(N2CC(C)(C)[C@H](CC(=O)Nc3ccc(Br)cc3)C2=O)cc1,-26%
CC(C)c1ccc(S(=O)(=O)NCCCN2CCOCC2)cc1,-3%
CCOC(=O)c1c(NC(=S)SC)sc(C(=O)N2CCc3ccccc3C2)c1C,-12%
COc1ccc(CN2C(=O)C(CC(=O)NCc3cccs3)CC(C(=O)N(C)C)=C2C)cc1 (stereo unspecified),-7%

# Next section
SMILES,POLH inh
O=C1c2ccccc2CCC12OC2c1ccncc1 (stereo unspecified),-15%
O=c1[nH]cc(Cc2ccccc2)c(=O)[nH]1,-21%
O=C(N/C(=C/c1cccc(Br)c1)C(=O)N1CCOCC1)c1ccco1,-1%
Cc1ccc(C(=O)OCC(=O)NCc2ccccc2)s1,1%
Cc1nc(SCC(=O)c2cc(C)n(C3CC3)c2C)c2ccccc2n1,-3%
CCN(CC(=O)Nc1c(F)cccc1F)C(=O)CCCN1C(=O)c2ccccc2C1=O,-2%
CC1=CC(C)(C(Cl)(Cl)Cl)C(C)=CC1=NO (stereo unspecified),-15%
CC(=O)N(C)C[C@@H]1Oc2ncc(C#Cc3ccc(F)cc3)cc2C(=O)N([C@@H](C)CO)C[C@H]1C,-4%
CC(=O)c1c(C)[nH]c(C(=O)OCC(=O)NCc2ccccc2)c1C,0%
CC(C)C1C(=O)N(Cc2cn(CC3CCCCC3)nn2)CCS(=O)(=O)N1Cc1ccc(-c2ccc(Cl)nc2)cc1 (stereo unspecified),-17%
C[C@H](CO)N1C[C@H](C)[C@@H](CN(C)Cc2ccc(C(=O)O)cc2)OCc2cnnn2CCCC1=O,2%
O=C(CCN1CCN(Cc2ccccc2)CC1)NNC(=O)c1ccc(Cl)c(Cl)c1,-5%
COc1ccc(NC(=O)C[C@H]2C(=O)N(C3CCCCC3)C[C@@H]2C)cc1,-21%
CCc1noc(C)c1C(=O)NCCN1C(=O)S/C(=C\c2ccccc2F)C1=O,-22%
COC(=O)C[C@@H]1C[C@@H]2c3cc(NS(=O)(=O)c4ccccc4)ccc3O[C@@H]2[C@@H](CO)O1,-13%
COc1ccc([C@H]2C[C@H](O)[C@@H](n3cc(C4CC4)nn3)CN2CC2CCCCC2)cc1,-15%
COc1ccccc1N(CC(=O)NCCSCc1ccccc1)S(=O)(=O)c1ccccc1,-5%
COc1cccc(NC(=S)NC(Cc2ccccc2)c2ccccc2)c1 (stereo unspecified),-16%
O=C(CC1CC2CCC1C2)N1CCN(S(=O)(=O)c2ccc(C(F)(F)F)cc2)CC1 (stereo unspecified),-18%
CCCCCC(=O)N1C[C@@H](O)[C@H](n2cc(COC(=O)c3ccccc3)nn2)C[C@@H]1c1ccc(OC)cc1,-20%
CN1CCN(C(=O)C(=O)c2cn(CC(=O)N3CCCCCC3)c3ccccc23)CC1,-3%
N#CC1C(=O)NC(=O)C(C#N)C12CCCc1sccc12 (stereo unspecified),-2%
CC1=C(C(=O)N(C)C)CC(CC(=O)NC2CCCC2)C(=O)N1CCCN1CCCC1=O (stereo unspecified),-16%
CCC(C)C(CO)NCCCn1cnc2c(OC)ncnc21 (stereo unspecified),-10%
CC1CCN(C(=O)COC(=O)c2cccc(S(=O)(=O)N3CCOCC3)c2)CC1,-2%

# (continued)
SMILES,POLH inh
COc1cc(C=CC(=O)N2CCN(CC(=O)N3CCCC3)CC2)cc(OC)c1OC,-2%
OCC1OC(Nc2ccccc2C=NO)C(O)C1O (stereo unspecified),-1%
COc1ccc(C(=O)Nc2ccc3c(c2)OCO3)cc1S(=O)(=O)N1CCOCC1,-5%
COc1ccc(NC(=O)C[C@H]2C(=O)N(C3CCCCC3)C[C@@H]2c2ccccc2)cc1,-9%
Cc1cccc(NC(=O)c2nc[nH]c2C(=O)Nc2ccccc2F)c1,-13%
COc1ccc(N(CC(=O)NCc2cccs2)S(=O)(=O)c2ccc(C(C)=O)cc2)cc1,-2%
COc1ccccc1NC(=O)COC(=O)c1c(NC(C)=O)sc(C)c1C,-12%
NC(=O)N/C=C1\CCCOC1=O,-13%
O=[N+]([O-])c1ccc2c(c1)-c1ccccc1C2O (stereo unspecified),-19%
O=C(COC(=O)CSc1ccccc1)NC1CCS(=O)(=O)C1 (stereo unspecified),-4%
CCN(CC(=O)Nc1c(F)cccc1F)C(=O)CCCSc1nc2ccccc2[nH]1,-5%
O=C1c2ccccc2-c2ccccc2NC1O (stereo unspecified),-13%
COc1ccc(C)cc1S(=O)(=O)N1CCCC(N2CCN(c3ccccc3)CC2)C1 (stereo unspecified),2%
CC(OC(=O)c1ccc(NC(=O)CC#N)cc1)C(=O)Nc1ccc(S(=O)(=O)N2CCCC2)cc1 (stereo unspecified),-6%
Cc1ccc(NC(=O)CN(C)C(=O)C2CSC3(C)CCC(=O)N23)cc1 (stereo unspecified),2%
Cc1ccc(Cc2c(-c3ccc(C#N)cc3)nc3ccc(Br)cn23)cc1,-7%
Cc1ccc(CS(=O)Cc2ccc(C(=O)NCCCc3ccccc3)o2)cc1 (stereo unspecified),-20%
C/C(Nc1ccc(Cl)c(Cl)c1)=C1/CCOC1=O,-4%
CCOC(=O)CCCCCC(=O)Nc1ccc2c(c1)C(=O)N([C@H](C)CO)C[C@H](C)[C@H](CN(C)C(=O)C1CCCCC1)OCCCC[C@@H](C)O2,-10%
Fc1ccc(NC(=S)SCc2ccc3c(c2)OCO3)cc1F,-5%
Cc1noc(C)c1NC(=O)N(C)C[C@@H]1OCc2ccccc2-c2c(n(C)c3ccccc23)C(=O)N([C@H](C)CO)C[C@H]1C,u
O=C(c1ccccc1F)N1CCC2CC1c1cc(N3CCCCC3)ccc12 (stereo unspecified),-16%
O=C(NCc1cc2ccccc2[nH]1)C1CCC(=O)N(CC2CCCCC2)C1 (stereo unspecified),-4%
CCOC(=O)CSc1nc2nc(Cl)c(Cl)nc2[nH]1,-11%
COc1ccc(NC(=O)CNCc2cccs2)c(OC)c1,2%

# Next records.
SMILES,POLH inh
CC(C)OC(=O)N(C)C[C@@H]1OCc2cn(nn2)CCCC(=O)N([C@H](C)CO)C[C@H]1C,-9%
CN(C(=O)COC(=O)COc1ccc2ccccc2c1)c1ccccc1,-17%
Nc1ccn([C@@H]2O[C@H](CNCc3cccc(OC4CCCC4)c3)[C@@H](O)[C@H]2O)c(=O)n1,-16%
Nc1ccn([C@@H]2O[C@H](CN=C3NS(=O)(=O)c4ccccc43)[C@@H](O)[C@H]2O)c(=O)n1,-14%
Cc1cc(=O)[nH]c2nc3ccccc3n12,-9%
Cc1ccccc1S(=O)(=O)N(C)C[C@H]1OCc2cnnn2CCCC(=O)N([C@H](C)CO)C[C@H]1C,-10%
COc1ccc2ccccc2c1C=NN1CCCCC1,-9%
Cc1cccc(Cn2c(NC3CCCC3)nc3c2c(=O)[nH]c(=O)n3C)c1,-5%
COc1ccc([C@H]2C[C@H](n3cc(COC(=O)c4ccccc4)nn3)[C@@H](O)CN2CC2CCCCC2)cc1,-17%
CCCCN1C[C@H](CSC)[C@@H](CC(=O)Nc2ccc(OC)cc2)C1=O,-10%
O=C(NC(Cc1nn[nH]n1)C(=O)OCc1ccccc1)OCc1ccccc1 (stereo unspecified),-11%
O=C(NCc1nnnn1-c1ccc(F)cc1)c1ccc2c(c1)OCO2,-2%
COc1ncnc2c1ncn2CCCNCc1ccc2c(c1)OCO2,-16%
Cc1cn([C@H]2C[C@H](O)[C@@H](CNCc3ccc4ncccc4c3)O2)c(=O)[nH]c1=O,-4%
COCCCN1C(=O)C(CC(=O)NCc2cccs2)CC(C(=O)N(C)C)=C1C (stereo unspecified),-3%
COc1ccccc1N1CCN(S(=O)(=O)CCNC(=O)c2ccco2)CC1,-8%
CC(=O)Oc1cc2c(cc1OC(C)=O)C(=O)CCCC2,-3%
Cc1csc(N=Nc2ccc(N(C)C)cc2)[n+]1[O-],u
Cc1ccc2nc(SCC(=O)N3N=C(c4cccs4)CC3c3ccc(F)cc3)nc(=O)n2c1 (stereo unspecified),-5%
O=C1[C@H]2[C@@H](c3ccc(C(F)(F)F)cc3)N[C@]3(CCCN(Cc4ccc(C(F)(F)F)cc4)C3=O)[C@H]2C(=O)N1Cc1ccccc1,u
CC(=O)N1CC2(CC(c3ccccc3C(F)(F)F)=NO2)CN1c1ccc(Cl)cc1 (stereo unspecified),-13%
Cc1cn([C@H]2C[C@H](O)[C@@H](CNC(=O)c3ccccn3)O2)c(=O)[nH]c1=O,-8%
COc1ccc(C(=O)Nc2nc(C)cs2)cc1S(=O)(=O)N1CCOCC1,-16%
COc1ccc(NC(=O)c2ccc(-c3ccc(F)cc3)o2)cc1OC,-20%
Cc1ccc([C@H]2C[C@@H](O)[C@H](n3cc(-c4ccc(F)cc4)nn3)CN2Cc2cccs2)cc1,-10%

# New compounds follow.
SMILES,POLH inh
O=C(CNc1ccc(C(F)(F)F)cc1)Nc1cccc(S(=O)(=O)N2CCCCC2)c1,-19%
Cc1cccc(C(=O)C(O)(c2ccccc2)C2CCCCC2=O)c1 (stereo unspecified),-6%
O=C(COC(=O)c1cc(F)c(F)cc1Cl)NC1CCCCCC1,-5%
O=C(O)c1cccc(N2C(=O)C=CC2=O)c1,20µM*
O=C(COC(=O)c1cc([N+](=O)[O-])ccc1N1CCOCC1)NCc1ccccc1,-2%
COc1ccc(-c2cnc3c(c2)C(=O)N([C@H](C)CO)C[C@@H](C)[C@@H](CN(C)C(=O)NC2CCCC2)O3)cc1,-12%
O=S1(=O)CCN(CCc2ccccc2)CC1,-2%
CCc1nnc(NC(=O)c2ccco2)s1,-1%
C[C@@H]1CN([C@@H](C)CO)C(=O)CCCn2nncc2CO[C@@H]1CN(C)C(=O)Nc1ccnc(N2CCOCC2)c1,-16%
CCCCCN(C(=O)CCC(=O)OC(C)C(=O)Nc1ccccc1C)c1c(N)n(CCCC)c(=O)[nH]c1=O (stereo unspecified),-4%
COc1cccc(OC)c1C(=O)N1CCN(Cc2ccccc2F)CC1,2%
C[C@H]1CN([C@@H](C)CO)C(=O)CCCn2nncc2CO[C@H]1CN(C)S(=O)(=O)c1ccc(Oc2ccccc2)cc1,-13%
COc1cccc(-n2c(SCC(=O)NC3CC3)nc3ccccc3c2=O)c1,-4%

# Compound activity (PubChem BioAssay)
